TexasRed fluor = Texas Red fluorescence interference in TRb-SRC2 counter-screen; TRb/SRC2 Texas Red total fluorescence interference; Potency, µM (titrated, usually from 106 µM), for the others: top-dose fluorescence change, negative = quenching; 0.29% of 280,000 active; AID 1479; active means well fitted curve in either direction with a large enough effect; inconclusive means small, poorly fitted or top-dose-only effect
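Flags fluorescent or light-absorbing compounds by total fluorescence, S + 2P, at 555 nm excitation and 632 nm emission. Mixture: 20 nM Texas Red SRC2 peptide, 0.6 uM human TRb LBD, 1 uM T3, 5% DMSO; compound exposure 5 h at ambient temperature.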
Tau fibril FP = inhibitors of human tau fibril formation; P10636; K18 P301L tau heparin fibrillization, Alexa594 FP, 6 h; Potency, µM (highest dose often 57.7 µM), inactives show at the highest dose activity, negative = inhibition, most hits filed as inhibitors; 0.39% of 280,000 active; AID 1468; further: nearly all actives have a fitted effect of over 55% in size
Target sequence (P10636 561-689 P618L limits assumed): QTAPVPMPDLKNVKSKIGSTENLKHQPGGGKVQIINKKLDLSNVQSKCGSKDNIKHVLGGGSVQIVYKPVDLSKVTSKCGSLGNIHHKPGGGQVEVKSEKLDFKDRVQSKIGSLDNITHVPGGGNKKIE
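Human K18 P301L fragment (15 uM unlabeled plus 0.24 uM Alexa 594-labeled) in 100 mM sodium acetate pH 7 with compound, aggregation induced by 20 uM heparin for 6 hr at 37 C. ThT (30 uM) added for 1 hr, then Alexa 594 FP read.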
Tau fibril ThT = tau fibrillization inhibition (ThT binding). 2.1% of 270,000 active. recombinant tau K18 P301L, heparin-induced fibrillization, ThT fluorescence. P10636. Potency, µM (top dose mostly 57.4 µM), for inactives: at the top dose activity, negative = inhibition, hits mostly inhibitors; further: nearly all actives have a fitted effect of over 55% in size
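Heparin-induced fibrillization of the P301L-mutant K18 repeat-domain fragment of human tau was followed by ThT binding in quantitative high-throughput format.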
TRb-SRC2 inh = TRbeta-SRC2 interaction inhibition. TRbeta-SRC2 peptide binding, fluorescence polarization; receptor liganded with 1 µM T3. Potency, µM (highest dose often 106 µM), for the others: top-dose activity change, negative = inhibition, usual class: inhibitors. P10828. 0.065% of 280,000 active;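 further: plate controls were bound peptide for no effect and peptide without receptor for full effect; nearly all actives have a fitted effect of over 50% in size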
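Fluorescence polarization of 20 nM Texas Red SRC2 peptide (20-aa NR interaction domain) bound to 0.6 uM human TRb ligand-binding domain, with 1 uM T3, after 5 hr at ambient temperature; inhibition seen as decreased polarization.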
L3MBTL1 inh = blocks human L3MBTL1; 0.66% of 230,000 active; Potency, µM (titrated, usually from 57.1 µM), for the others: at the highest dose activity, negative = inhibition, most hits filed as inhibitors; AID 485360; Q9Y468; AlphaScreen L3MBTL1–H3K9me1 peptide binding; further: nearly all actives have a fitted effect of over 60% in size
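Read-out is AlphaScreen signal from streptavidin donor and nickel chelate acceptor beads (10 ug/mL final each) bridging L3MBTL1 (50 nM) and biotinylated K9-monomethylated H3(1-15) peptide (75 nM), after 30 min compound exposure at room temperature.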
aGal spleen mod = alpha-galactosidase A (human) modulation. human spleen homogenate, 4MU-alpha-Gal fluorescence, 40 min. Potency, µM (doses to about 80 µM), for the others: top-dose activity change, negative = inhibition, usual class: inhibitors. P06280. 0.008% of 240,000 active;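 further: 0% = enzyme with vehicle and -100% = no enzyme basal signal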
Target sequence (P06280 32-429 limits assumed): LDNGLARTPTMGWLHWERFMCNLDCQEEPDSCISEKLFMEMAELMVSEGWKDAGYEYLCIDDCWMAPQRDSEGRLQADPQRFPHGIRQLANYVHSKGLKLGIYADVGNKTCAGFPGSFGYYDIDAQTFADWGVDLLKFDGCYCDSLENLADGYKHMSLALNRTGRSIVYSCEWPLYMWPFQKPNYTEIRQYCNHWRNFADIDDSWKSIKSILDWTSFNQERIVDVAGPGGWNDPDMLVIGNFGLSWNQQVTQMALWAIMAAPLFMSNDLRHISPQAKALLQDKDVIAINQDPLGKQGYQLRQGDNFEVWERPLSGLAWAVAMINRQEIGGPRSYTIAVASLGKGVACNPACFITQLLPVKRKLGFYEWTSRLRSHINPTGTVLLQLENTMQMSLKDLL
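Fluorogenic readout (Ex 365/Em 440 nm) of 4-methylumbelliferone released from 1 mM 4-MU-alpha-galactoside by spleen homogenate, 40 min at 37C, pH 5.0. Data normalized to no-enzyme and enzyme controls; Hill-equation AC50 from compound titrations.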
ALDH1A1 block = blocks purified human ALDH1A1 activity | 7.3% of 220,000 active | AID 1030 | Potency, µM (titrated, usually from 75.3 µM), for the others: top-dose activity, negative = inhibition, usual class: inhibitors | Purified ALDH1A1, NADH fluorescence, propionaldehyde substrate; active means well fitted inhibition curve with a large enough effect, not every such curve was filed as active; inconclusive means small, poorly fitted or top-dose-only effect, or another doubt; inactive means no such curve, though single readings can be large or run the other way;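 further: plate controls were no enzyme wells and a reference inhibitor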
Target sequence (P00352 whole entry, looked up): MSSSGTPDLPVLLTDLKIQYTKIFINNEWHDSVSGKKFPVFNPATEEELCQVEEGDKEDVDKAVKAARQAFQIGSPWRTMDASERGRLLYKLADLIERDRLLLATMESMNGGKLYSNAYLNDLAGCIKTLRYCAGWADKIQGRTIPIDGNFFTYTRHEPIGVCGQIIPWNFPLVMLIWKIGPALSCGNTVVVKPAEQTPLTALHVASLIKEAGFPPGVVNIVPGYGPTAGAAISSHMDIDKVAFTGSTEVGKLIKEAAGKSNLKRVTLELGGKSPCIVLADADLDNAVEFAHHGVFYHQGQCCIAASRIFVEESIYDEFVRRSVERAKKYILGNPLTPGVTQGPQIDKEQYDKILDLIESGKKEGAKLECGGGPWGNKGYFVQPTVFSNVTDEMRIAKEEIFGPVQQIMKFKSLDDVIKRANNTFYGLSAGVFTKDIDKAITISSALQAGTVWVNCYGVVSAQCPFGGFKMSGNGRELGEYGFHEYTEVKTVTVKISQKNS
Tau fluor counter = counter-screen for tau fibril formation inhibitors; tau K18 P301L Alexa594 fluorescence, heparin fibrillization; Potency, µM (series often up to 57.7 µM), without a hit: at the top dose activity change, negative = decrease; 0.93% of 280,000 active; AID 1463; further: nearly all actives have a fitted effect of over 55% in size
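Human tau K18 P301L (15 uM unlabeled, 0.24 uM Alexa 594-labeled) in 100 mM sodium acetate pH 7 with 20 uM heparin, 6 hr at 37 C. ThT 30 uM added, 1 hr ambient; Alexa 594 FP and total fluorescence read at 555/632 nm.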
* marks the source's active call; other numbers are inactive results; u = inconclusive; x = no result given; & = joins results of further samples; [ ] = remark or other dose. Unless noted, the call rests on the fitted dose curve; in most records, active means well fitted curve in the direction sought with a large enough effect; inconclusive means small, poorly fitted or top-dose-only effect, or another doubt; inactive means no such curve, though single readings can be large; an effect the other way counts as inactive or inconclusive. Unless noted, on the % scale 0 is the no-effect control and ±100 the full control effect; potency means the concentration at half of the fitted maximal effect.

SMILES | TexasRed fluor | Tau fibril FP | Tau fibril ThT | TRb-SRC2 inh | L3MBTL1 inh | aGal spleen mod | ALDH1A1 block | Tau fluor counter
COc1ccccc1CNC(=O)/C=C/c1ccc(S(=O)(=O)N2CCOCC2)cc1 | 1% | 1% | -7% | -1% | 0% | 9% | 2% | -18%
CCOc1ccc(Cc2noc3c2C(=O)CC(C)(C)C3)cc1OCC | -2% | 4% | -5% | 8% | u | -2% | 11µM* | -11%
Cc1c(Cl)cccc1N1C(=O)CC(NNC(=O)c2cccnc2)C1=O (stereo unspecified) | 6% | 1% | u | 6% | -1% | 4% | 1% | -12%
O=C(NCC1CCCO1)C(c1ccc(F)cc1)N(CCCN1CCOCC1)C(=O)c1ccc(-c2ccccc2)[nH]1 (stereo unspecified) | -1% | -2% | -11% | -2% | x | 1% | -11% | -11%
COCCNC(=O)/C(C#N)=C/c1ccccc1Br | 0% | 7% | -2% | 10% | 1%[11.4 µM] | 6% | -8% | 9%
CC(c1ccncn1)N(C)Cc1nc(-c2ccc(C(F)(F)F)cc2)no1 (stereo unspecified) | -2% | -4% | -13% | 9% | -6% | 0% | -85% | -12%
CCCc1cc(-c2nc(N)ncc2-c2ccc3c(c2)OCCCO3)c(O)cc1OC | -3% | 11% | -11% | -10% | -16% | 15% | -2% | u
CCOc1ccc(N2C(=O)CC(N(Cc3ccco3)C(=O)CC)C2=O)cc1 (stereo unspecified) | 2% | -1% | -10% | 2% | -1% | 8% | u | -3%
CCc1ccccc1N1CC23C=CC(O2)C(C(=O)OCC(C)C)C3C1=O (stereo unspecified) | -3% | -2% | -2% | 5% | -5% | 11% | 7% | -1%
O=S(=O)(c1cccc2cccnc12)N1CCN(c2ccc(F)cc2)CC1 | 0% | 0% | -9% | 6% | -16% | -16% | 15% | -20%
CC(C)OC(=O)c1cc2ccccc2oc1=O | -3% | -7% | -3% | 0% | 6% | 5% | u | 1%
Cc1ccc(OCC(=O)Nc2ccc(N3CCOCC3)cc2)cc1 | 0% | 7% | u | -11% | -8% | 7% | 13% | -6%
Cc1ccc(NC(=O)CN2CCC(C(=O)c3ccc(F)cc3)CC2)cc1 | 1% | -5% | -18% | -3% | 8% | -3% | u | -24%
Cc1ccc(-c2nc(CS(=O)(=O)CC(=O)NC(C)CCc3ccccc3)c(C)o2)cc1 (stereo unspecified) | -3% | 1% | -12% | -4% | x | x | x | -16%
COc1ccccc1Oc1coc2cc(O)ccc2c1=O | -1%&-3% | 4%&-11% | -8%&-12% | -5%&-3% | 1% | -2%&-5% | -14% | -6%&-11%
Cc1c(OCc2ccccc2)c(=O)ccn1Cc1ccc(F)cc1 | -2% | 15% | -12% | 1% | 10% | -11% | -7% | -5%
COc1cccc(CN2CCNC(=O)C2CC(=O)NCCc2ccccn2)c1 (stereo unspecified) | -4% | -4% | u | 3% | 8% | 2% | -1% | -7%
COc1cc(C2N(c3cccc(Cl)c3)C(=O)C3CCCN32)cc(OC)c1OC (stereo unspecified) | 1% | 4% | -5% | 1% | x | -4% | -10% | -9%
Cc1cc(C(F)F)n2ncc(C(=O)NC3CCCCCC3)c2n1 | 1% | -6% | 3% | -1% | 6% | 1% | 13µM* | 0%
CCOC(=O)N1CCC(=NNC(=O)COc2ccc(C#N)cc2)CC1 | -1% | -6% | -7% | -3% | 2% | -4% | -13% | -4%
O=C(NCc1ccncc1)C1COc2ccccc2O1 (stereo unspecified) | -3% | 2% | -13% | 1% | -1% | -3% | 4% | -4%
CC(C)(C)OC(=O)N1CCC(c2c(C(=O)NCCN3CCC(Cc4ccccc4)CC3)cnn2-c2cccc(Cl)c2)CC1 | -1% | -7% | u | -13% | x | x | x | -10%
CCn1cc(C(=O)N2CCN(c3cc(Cl)ccc3C)CC2)c(=O)c2cc(S(=O)(=O)N3CCOCC3)ccc21 | 1% | -4% | -10% | 4% | x | x | x | -6%
Cc1cc(C)cc(N(C(=O)CNC(=O)c2cccs2)C(C(=O)NC2CCCC2)c2cccnc2)c1 (stereo unspecified) | 5% | -2% | -4% | -2% | 4% | 5% | 4% | 6%
CCCN(CCC)C(=O)C1CCN(c2cc(C)nc3c(-c4ccc(OC)c(OC)c4)c(C)nn23)CC1 | -2% | u | u | 1% | u | -5% | -5% | -12%

The last four entries of the section above open the next one.
SMILES | TexasRed fluor | Tau fibril FP | Tau fibril ThT | TRb-SRC2 inh | L3MBTL1 inh | aGal spleen mod | ALDH1A1 block | Tau fluor counter
CC(C)(C)OC(=O)N1CCC(c2c(C(=O)NCCN3CCC(Cc4ccccc4)CC3)cnn2-c2cccc(Cl)c2)CC1 | -1% | -7% | u | -13% | x | x | x | -10%
CCn1cc(C(=O)N2CCN(c3cc(Cl)ccc3C)CC2)c(=O)c2cc(S(=O)(=O)N3CCOCC3)ccc21 | 1% | -4% | -10% | 4% | x | x | x | -6%
Cc1cc(C)cc(N(C(=O)CNC(=O)c2cccs2)C(C(=O)NC2CCCC2)c2cccnc2)c1 (stereo unspecified) | 5% | -2% | -4% | -2% | 4% | 5% | 4% | 6%
CCCN(CCC)C(=O)C1CCN(c2cc(C)nc3c(-c4ccc(OC)c(OC)c4)c(C)nn23)CC1 | -2% | u | u | 1% | u | -5% | -5% | -12%
O=c1cc(NCC2CCCO2)[nH]c(=O)n1-c1ccc(Cl)cc1 (stereo unspecified) | 0% | 3% | -4% | -5% | 25% | -4% | 2% | 1%
CC(=O)C1(C)N(O)C(C)(C)C(c2cccs2)=[N+]1[O-] (stereo unspecified) | -1% | 7%[2.34 µM] | u | -2% | -6% | -7% | u | -21%
O=C(CN1CCCCC1)NNc1nc(-c2ccccc2)c2cc(Br)ccc2n1 | 1% | 4% | u | -4% | -26% | -8% | 11% | -20%
CS(=O)(=O)N(CC(=O)Nc1ccccc1Sc1ccccc1)c1ccc(F)cc1 | -3% | -6% | -17% | -2% | 3% | 16% | 8% | -13%
COc1cc(NC(=O)C(NS(=O)(=O)c2ccc3c(c2)CCCC(=O)N3)C(C)C)cc(OC)c1 (stereo unspecified) | 0% | 5% | 6% | 3% | x | x | x | 2%
CCn1ccnc1CN(C)C(=O)CCc1nnc(CCC2CCCCC2)o1 | -1% | -6% | -4% | -5% | -21% | 3% | -5% | -11%
CCC(=O)Nc1ccc(S(=O)(=O)Nc2cccnc2)cc1 | -2% | -6% | 2% | 2% | -5% | 7% | 4% | 0%
C/C(=N/NC(=O)Cc1ccccc1)c1ccc(C)s1 | 0% | 1% | 7% | 0% | 1% | 1% | 4% | 6%
Cc1ccc(OCC(=O)Nc2ccccc2N2CCOCC2)c(C)c1 | -2% | 3% | -8% | 1% | 11% | -4% | u | -9%
COc1ccc(NC(=O)CCCn2c(=O)c3sccc3n(Cc3ccc(C)cc3C)c2=O)cc1 | 1% | 8% | -4% | -7% | 0% | -4% | u | -2%
COc1cccc(CNc2ccc(S(=O)(=O)Nc3nccs3)cc2)c1O | -13% | 5% | -9% | -3% | -6% | 9% | u | -11%
CCc1ccc(NCc2cc3ccc(OC)cc3n(CC(=O)Nc3ccc(C)c(Cl)c3)c2=O)cc1 | -3% | u | 0% | 1% | x | x | x | u
CCOc1ccc2nc(N3CCCC(C(=O)NCCc4ccc(OCC)c(OCC)c4)C3)sc2c1 (stereo unspecified) | 4% | 12% | u | 1% | x | x | x | -24%
Cc1cc(C)c(NS(=O)(=O)c2ccc3c(c2)NC(=O)CCS3)c(C)c1 | 0% | -1% | -9% | -2% | x | x | x | -21%
Cc1ccc(NC(=O)CN(C)C(=O)Cn2ncc(Cl)c(Cl)c2=O)cc1 | u | -9% | 0% | -4% | u | 0% | 28µM* | -7%
COC(=O)NC(CCc1ccccc1)C(C(C)=O)C(=O)OC (stereo unspecified) | 0% | 3% | 5% | 8% | x | -3% | 7% | 7%
CCC(CC)NC(=O)CSc1nnc(-c2c[nH]c3ccccc23)o1 | -3% | 0% | -1% | -6% | 4% | -2% | 9% | -11%
Cc1nc2ccccc2n1/N=C/c1ccc([N+](=O)[O-])s1 | 0% | 8% | u | -4% | -18% | -2% | u | -23%
COc1ccc(-c2cc3nc[nH]c(=O)c3s2)cc1 | 1% | -4% | -24% | -9% | x | -3% | u | -7%
O=C(COC(=O)c1ccc(F)cc1F)NC1CC1 | -2% | 9% | 6% | 2% | -27% | 6% | 0% | 7%
CCN(CC)c1ccc(/C=C2\SC(=O)N(C(C)C)C2=O)o1 | 0% | 4% | 25µM* | 5% | -16% | 4% | x | u
CCNC(=O)c1sc(=S)n(-c2ccc(C)cc2)c1N | 2% | 1% | -15% | -1% | x | 1% | 13µM* | -14%
C(=N\Nc1nc2ccccc2[nH]1)/C1CCCCC1 | -2% | u | u | 7% | u | -8% | 2% | u
Cn1c(=O)[nH]c(=O)c2c1nc(N1CCCCC1)n2CCOc1ccccc1 | -2% | -1% | -4% | 1% | -1% | 5% | u | 1%
N/C(=N\OC(=O)Cc1ccccc1)c1ccccc1Cl | 3% | -7% | -5% | 8% | 68%[activator] | -2% | 12% | -10%
CCn1ccnc1CNC(=O)CC1C(=O)NCCN1Cc1ccc(OC)cc1OC (stereo unspecified) | 1% | -10% | x | 4% | x | -2% | x | -27%
Cc1cc(Nc2ccc3c(c2)OCCO3)c2ccccc2n1 | -3% | 5% | 15% | 6% | -1% | 8% | 3% | 22%
Cc1cccc(NC(=O)c2sc(-n3nc(C)c(Cc4ccc5c(c4)OCO5)c3C)nc2C)c1C | -2% | 13% | 3% | 2% | x | x | x | 4%
CCCCC1=NN2C(=N)CC(=O)N=C2S1 | -2% | 7% | -10% | 7% | -3% | 8% | u | 0%
COc1ccc(/C=C(/NC(=O)/C=C/c2ccccc2)C(=O)O)cc1 | 1% | -8% | -16% | 0% | x | -7% | 0% | -13%

Whole records, looked up by structure. Order of screens: TexasRed fluor	Tau fibril FP	Tau fibril ThT	TRb-SRC2 inh	L3MBTL1 inh	aGal spleen mod	ALDH1A1 block	Tau fluor counter
Cn1c(=O)[nH]c(=O)c2c1nc(N1CCCCC1)n2CCOc1ccccc1 in the list: -2%	-1%	-4%	1%	-1%	5%	u	1%
CCc1ccc(NCc2cc3ccc(OC)cc3n(CC(=O)Nc3ccc(C)c(Cl)c3)c2=O)cc1 in the list: -3%	u	0%	1%	x	x	x	u

Compound activity: PubChem BioAssay, National Center for Advancing Translational Sciences (NCATS)

An unsorted share of the library. Share with any hit: about 8.5%.
